# From PubChem
# MrgX1 antag: antagonists of human MrgX1 receptor, primary screen, HEK293 cells, Fluo-4 calcium flux. Mas-related G-protein coupled receptor member X1 (Homo sapiens), Q96LB2. BAM8-22 antagonism; hits give low values. B-score at 10 µM. hit rate 1.3% among 310,000. AID 588676, 2011;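 active = calcium-response B-score plate-corrected more than 3 library SD below zero, starting fluorescence within 5 deviations, no agonist response on first addition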;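 also: peak minus trough fluorescence over baseline after final BAM8-22 challenge near maximal dose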
# Target sequence (Q96LB2 whole entry, looked up): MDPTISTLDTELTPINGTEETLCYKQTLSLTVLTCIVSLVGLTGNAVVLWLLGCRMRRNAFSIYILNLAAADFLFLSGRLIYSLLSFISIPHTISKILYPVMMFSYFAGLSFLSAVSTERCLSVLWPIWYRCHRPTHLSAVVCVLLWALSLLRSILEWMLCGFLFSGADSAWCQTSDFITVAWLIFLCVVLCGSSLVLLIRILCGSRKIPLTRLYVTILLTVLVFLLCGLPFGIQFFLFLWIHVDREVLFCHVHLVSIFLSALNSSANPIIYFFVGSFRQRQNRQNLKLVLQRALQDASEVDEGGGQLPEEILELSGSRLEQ
# RGS4 pot: RGS4 potentiators or activators, primary screen, cell-based, HEK293 M3R inducible RGS4, calcium flux. hit rate 0.92% among 310,000. carbachol calcium flux Fluo4; hits give low values. B-score at 10 µM. AID 463111, 2010;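 active = B-score of the integrated calcium signal more than 4 SD below the library mean, with starting fluorescence not abnormally high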;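 also: negative B-score means reduced calcium response which marks RGS4 activation or potentiation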
#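 Detection: kinetic calcium fluorescence imaging with Fluo4-AM dye, 2 µM / Material: HEK293 cells with stable M3R and inducible RGS4 / Schedule: recording 10 s baseline at 1 Hz, 100 s post-agonist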
# TRPC6 act: mouse TRPC6 channel activators, primary screen, cell-based, HEK293, membrane potential dye. Short transient receptor potential channel 6 (Mus musculus), Q61143. B-score at 10 µM. AID 2550, 2010. HEK293-TRPC6 membrane potential dye fluorescence; hits give high values. hit rate 0.13% among 310,000;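 active = B-score of the integrated fluorescence ratio above library mean plus 3 SD, and starting fluorescence ratio within library mean plus 5 SD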;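 also: higher score means more depolarization so channel activation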
# HIF act: HIF pathway transcriptional activators, primary screen, cell-based, U2OS HRE-luciferase, luminescence. U2OS HRE-luciferase reporter; normalized: DMSO 0%, desferrioxamine 100%. activation, % at 7.5 µM (by protocol). hit rate 0.32% among 300,000. AID 1910, 2009;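 active = mean activation of at least 10% of the iron chelator positive control signal, with at least half of replicates also reaching 10%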
# TRPC6 inhibitor: mouse TRPC6 channel inhibitors, primary screen, cell-based, HEK293, membrane potential dye; ACh-evoked depolarization; hits give low values; B-score at 10 µM; hit rate 1.1% among 310,000;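 active = B-score under library mean minus 3 SD, initial fluorescence not abnormally high, positive integrated signal ratio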;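 also: B-score derived from integrated fluorescence ratio over the kinetic read; more negative B-score means stronger inhibition of depolarization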
# RGS4 block: RGS4 inhibitors, primary screen, cell-based, HEK293 M3R inducible RGS4, calcium flux | Fluo-4 calcium flux; hits give high values; triggered by carbachol at its EC20 | B-score at 10 µM | hit rate 0.45% among 310,000;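 active = B-score, a plate-corrected calcium signal, over three deviations above library mean, with baseline fluorescence within five deviations of library mean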;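 also: RGS4 expression induced by doxycycline in cells with stable M3 receptor; B-score is computed from the integrated fluorescence ratio over baseline after carbachol; higher B-score means a larger calcium signal and so more RGS4 inhibition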
# Target sequence (P49798 whole entry, looked up): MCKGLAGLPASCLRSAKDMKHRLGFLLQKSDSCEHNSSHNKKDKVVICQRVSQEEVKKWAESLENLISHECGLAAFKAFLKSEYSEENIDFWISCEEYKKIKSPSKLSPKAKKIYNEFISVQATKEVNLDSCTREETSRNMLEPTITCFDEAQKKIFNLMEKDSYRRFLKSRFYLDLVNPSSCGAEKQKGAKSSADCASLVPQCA
# Platelet DG rel: inhibitors of platelet dense granule secretion, primary screen, cell-based, MLPCN, human platelets | inhibition, %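 (compounds screened at 7.5 µM in platelet-rich plasma)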 | AID 1663, 2009 | human platelet-rich plasma, SFLLRN dense granule ATP release, luminescence | hit rate 0.22% among 300,000;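 active = mean replicate score, as percent of positive control, at or above 50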
# SKKanGAS inh: S. pyogenes SKKanGAS growth inhibitors in kanamycin, primary screen, streptokinase expression inhibitor project, SKKanGAS strain, BacTiter-Glo luminescence; 6 h; inhibition, % at 7.5 µM; hit rate 1.3% among 300,000; AID 1662, 2009;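 active = mean replicate score, as percent of positive control median, at least 50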;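 also: strain carries kanamycin resistance gene driven by streptokinase promoter and grows in 40 µg/ml kanamycin; loss of luminescence reflects streptokinase promoter inhibition or plain growth inhibition; 0% = median of DMSO wells and 100% = positive control at its reference dose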
# TRPC4 inh: inhibitors of mouse TRPC4 channel, primary screen, Fluo4 calcium, HEK293 TRPC4beta/mu-opioid cells. B-score at 10 µM. AID 2247, 2010. DAMGO-evoked Fluo4 calcium flux; hits give low values. Short transient receptor potential channel 4 (Mus musculus), Q9QUQ5. hit rate 0.39% among 300,000;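 active = B-score over 3 SD under the library average, no early fluorescence shift, positive overall ratio signal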
#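 Signal: kinetic Fluo4 fluorescence imaging of calcium influx. Material: stable TRPC4beta/mu-opioid receptor HEK293 cells. Probe or stimulus: DAMGO in two steps, submaximal then maximal.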
# MrgX1 allo act: positive allosteric modulators of MrgX1, primary screen, HEK293 cells, Fluo-4 calcium flux | Mas-related G-protein coupled receptor member X1 (Homo sapiens), Q96LB2 | FDSS; hits give high values | B-score at 10 µM | hit rate 0.63% among 310,000 | AID 588675, 2011;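 active = plate-corrected calcium response at least 3 library SD above typical, normal starting fluorescence, not activating the receptor alone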;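 also: compound read alongside a low EC10 to EC30 dose of BAM8-22 agonist; peak minus trough fluorescence over baseline measured at the second addition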
# MrgX1 agonist: agonists of human MrgX1 receptor, primary screen, HEK293 cells, Fluo-4 calcium flux. Mas-related G-protein coupled receptor member X1 (Homo sapiens), Q96LB2. Fluo-4 calcium fluorescence, agonist mode; hits give high values. B-score at 10 µM. hit rate 0.44% among 310,000;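 active = calcium response B-score plate-corrected fluorescence ratio at least 3 library SD, with starting fluorescence B-score inside 5 SD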
#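 Material: HEK293 cells stably expressing human MrgX1 receptor | Quantity: 15,000 cells per well | Times: Cells plated overnight, dye loaded 0.5 h 37 °C, 0.5 h room temperature | Measured by: Kinetic Fluo-4 NW fluorescence of intracellular calcium | Control set: Positive and negative controls per plate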
# Numbers without * were called inactive; i = inactive; . = no result given. Compounds as they come; overall some 6.1% were active at least once.
SMILES,MrgX1 antag,RGS4 pot,TRPC6 act,HIF act,TRPC6 inhibitor,RGS4 block,Platelet DG rel,SKKanGAS inh,TRPC4 inh,MrgX1 allo act,MrgX1 agonist
CC(C)NC(=O)CC1(C(=O)NCc2ccc(Cl)cc2)CCCC1,i,i,i,-27,i,i,-2,-2,i,i,i
CCN1CCc2c(sc(NC(=O)c3cc4ccccc4cc3OC)c2C(N)=O)C1,i,i,i,-1.6,i,i,14,9,i,i,i
CCCCNC(=O)CCCCCNS(=O)(=O)c1ccc(Br)cc1,i,i,i,-1.1,i,i,-4,-12,i,i,i
O=C(NC1CCCC1)C1c2ccccc2C(=O)N1C1CCCCC1 (centres undefined),i,i,i,-0.1,i,i,-2,1,i,i,i
COc1ccc(N2CCN(c3ccc(NC(=O)NN)cc3)CC2)cc1,i,i,i,1.4,i,i,2,-3,i,i,i
CCC(C)NC(=O)Cn1nc(C(F)(F)F)c2c1CCC2 (centres undefined),i,i,i,-0.6,i,i,-1,4,i,i,i
Cc1sc2c(c1C)c(=O)n(-c1ccc(Cl)cc1)c(=O)n2Cc1cc(=O)n2ccccc2n1,i,i,i,-0.4,i,i,-1,3,i,i,i
Cc1cc(C)nc(SCC(=O)Nc2ncc(C(F)(F)F)cc2Cl)n1,i,i,i,-0.3,i,i,-5,5,i,i,i
Cc1ccc(NC(=O)c2cccnc2)cc1C,i,i,i,1.8,i,i,2,7,i,i,i
Cn1c(SCC(=O)OCc2ccccc2)nnc1-c1ccco1,i,i,i,-0.2,i,i,0,-18,i,i,i

# A second format for three compounds above.
Cc1sc2c(c1C)c(=O)n(-c1ccc(Cl)cc1)c(=O)n2Cc1cc(=O)n2ccccc2n1
  MrgX1 antag = i | RGS4 pot = i | TRPC6 act = i | HIF act = -0.4 | TRPC6 inhibitor = i | RGS4 block = i | Platelet DG rel = -1 | SKKanGAS inh = 3 | TRPC4 inh = i | MrgX1 allo act = i | MrgX1 agonist = i
Cc1cc(C)nc(SCC(=O)Nc2ncc(C(F)(F)F)cc2Cl)n1
  MrgX1 antag = i | RGS4 pot = i | TRPC6 act = i | HIF act = -0.3 | TRPC6 inhibitor = i | RGS4 block = i | Platelet DG rel = -5 | SKKanGAS inh = 5 | TRPC4 inh = i | MrgX1 allo act = i | MrgX1 agonist = i
Cc1ccc(NC(=O)c2cccnc2)cc1C
  MrgX1 antag = i | RGS4 pot = i | TRPC6 act = i | HIF act = 1.8 | TRPC6 inhibitor = i | RGS4 block = i | Platelet DG rel = 2 | SKKanGAS inh = 7 | TRPC4 inh = i | MrgX1 allo act = i | MrgX1 agonist = i

# Other records:
SMILES,MrgX1 antag,RGS4 pot,TRPC6 act,HIF act,TRPC6 inhibitor,RGS4 block,Platelet DG rel,SKKanGAS inh,TRPC4 inh,MrgX1 allo act,MrgX1 agonist
Cc1ccc(-c2cc(C(=O)NC3=NCCS3)c3cc(Br)ccc3n2)o1,i,i,i,0.2,i,i,17,14,i,i,i
CCOc1ccc(C(CC(=O)O)NC(=O)CCCOc2ccc(Cl)cc2C)cc1 (centres undefined),i,i,i,-0.1,i,i,7,-9,i,i,i
CCSCCOC(=O)C1=C(C)NC2=C(C(=O)CCC2)C1c1coc2ccccc2c1=O (centres undefined),i,i,i,-0.8,i,i,-5,-2,i,i,i
COc1ccc(-n2c(Cc3cccn3C)nnc2SCC(=O)Nc2cccc(NC(C)=O)c2)cc1,i,i,i,-0.4,i,i,10,-1,i,i,i
CCN(CC)CCNC(=O)c1cc2c(=O)n(C)c3ccccc3c2n1C,i,i,i,0.1,i,i,2,9,i,i,i
O=C(Nc1ccccc1C(=O)NCc1ccco1)c1ccco1,i,i,i,0.0,i,i,2,7,i,i,i
CCCCOc1ccc(C2OC34CCCCC3C(C#N)(C#N)C2(C#N)C(=N)O4)cc1 (centres undefined),i,i,i,-0.5,i,i,3,3,i,i,i
CCc1ccc(Nc2ccc(C(N)=O)cc2[N+](=O)[O-])cc1,i,i,i,-0.3,i,i,-3,14,i,i,i
COC(=O)c1ccccc1NC(=O)N1c2ccccc2CC1C (centres undefined),i,i,i,0.2,i,i,-3,-11,i,i,i
Cc1ccc(CC(=O)N2CCN(C(=O)C3CCCO3)CC2)cc1 (centres undefined),i,i,i,0.4,i,i,-13,1,i,i,i
Fc1cccc(CSc2ccc3nnc(-c4ccccn4)n3n2)c1,i,i,i,0.1,i,i,11,1,i,i,i
CCOCCCNC(=O)c1ccccc1SC,i,i,i,0.1,i,i,6,-2,i,i,i
OCC[C@@H]1C[C@H](O)[C@@H](O)[C@@]2(CCCO2)O1,i,i,i,1.3,i,i,1,-2,i,i,i
Cc1ccc(NS(=O)(=O)c2cc(C(=O)NCc3ccncc3)ccc2C)cc1,i,i,i,0.2,i,i,-6,7,i,i,i
CC1=C(C(=O)Nc2ccccc2)C(c2cccs2)NC(=O)N1 (centres undefined),i,i,i,0.6,i,i,-2,23,i,i,i
COC(=O)c1sccc1NC(=S)N1CCCCC1,i,i,i,-0.8,i,i,0,0,i,i,i
CCCn1cc(CN2CCN(Cc3ccc(C)o3)C(CCO)C2)c(C)n1 (centres undefined),i,i,i,0.0,i,i,-4,-13,i,i,i
O=C(OCC(=O)N1CCN(C(=O)COC(=O)c2ccncc2)CC1)c1ccncc1,i,i,i,-0.4,i,i,-2,2,i,i,i
O=C(c1ccc(F)cc1)C1CCN(Cc2cn[nH]c2-c2ccc(F)cc2)CC1,i,i,i,-0.6,i,i,-1,0,i,i,i
O=C(NC1CCCCCC1)c1nnc(Cc2ccc(Cl)cc2)o1,i,i,i,0.1,i,i,-5,-3,i,i,i
CN(CC(=O)Nc1c(Cl)cccc1Cl)C(=O)c1cccn1C,i,i,i,-0.2,i,i,15,-2,i,i,i
COc1cccc(C2CC(c3ccccc3Cl)Nc3nc(N)nn32)c1 (centres undefined),i,i,i,-0.1,i,i,0,21,i,i,i
CCn1c(=O)cc(OCC(=O)NC2CC2)c2ccccc21,i,i,i,-0.4,i,i,-5,-7,i,i,i
Cn1c(COc2ccccc2)nnc1SCC(=O)Nc1ccc2c(c1)OCO2,i,i,i,-0.4,i,i,-3,-4,i,i,i
Cc1c(C)c2ccc(OCC(=O)c3ccccc3)cc2oc1=O,i,i,i,1.7,i,i,2,-2,i,i,i
COc1ccc(C(CNC(=O)c2cc(C)on2)N(C)C)cc1 (centres undefined),i,i,i,0.0,i,i,0,-1,i,i,i
CC(=O)c1ccc(OCC(=O)c2cc(C)n(-c3ccc4c(c3)OCO4)c2C)cc1,i,i,i,1.1,i,i,-2,0,i,i,i
COc1cccc(NC(=O)c2cc(Cl)nnc2Cl)c1,i,i,i,0.4,i,i,1,-5,i,i,i
CN(C)c1ccc(/C=N/NC(=O)c2ccco2)cc1,i,i,i,1.7,i,i,17,-4,i,i,i
O=C(NCCO)/C(=C\c1ccc2c(c1)OCO2)NC(=O)c1ccc(Br)cc1,i,i,i,0.0,i,i,6,-3,i,i,i
CCc1nnc(NC(=O)CSc2nnc(-c3ccoc3C)n2CC(C)C)s1,i,i,i,1.1,i,i,0,2,i,i,i
O=C(CSc1nc2ccccc2n1CC(=O)N1CCCC1)Nc1ccc2c(c1)OCO2,i,i,i,0.0,i,i,-1,4,i,i,i
Cc1ccc(-n2ncc3c(NNC(=O)c4ccco4)ncnc32)cc1Cl,i,i,i,1.4,i,i,9,9,i,i,i
COC(=O)C(C)Oc1cc(OC(C)C(=O)OC)c2c(C)c(Cl)c(=O)oc2c1 (centres undefined),i,i,i,0.2,i,i,1,9,i,i,i
CCNC(=S)NNc1nncc2ccccc12,i,i,i,0.7,i,i,-2,-1,i,i,i
COc1cc(C)c(NC(=S)NCCCN2CCOCC2)cc1OC,i,i,i,-1.4,i,i,30,-1,i,i,i
COc1cc(OC)cc(-c2cc3nc(C)c(CCC(=O)O)c(=O)n3[nH]2)c1,i,i,i,-0.5,i,i,19,10,i,i,i
CC(=O)OCCNc1cc(SCc2ccco2)c2nonc2c1[N+](=O)[O-],i,i,i,-1.0,i,i,7,1,i,i,i
CCCNC(=O)c1cccc(NC(=O)C(C)C)c1,-7.3*,i,i,0.0,i,i,-5,-7,i,i,i
C/C(CC(=O)Nc1ccc([N+](=O)[O-])cc1)=N/NC(=O)C1C2CCCCC21 (centres undefined),i,i,i,0.2,i,i,1,3,i,i,i
COc1ccc(NC(=O)c2ccc(S(=O)(=O)C(F)F)cc2)c(OC)c1,i,i,i,-1.1,i,i,-11,17,i,i,i
CCOC(=O)C1(Cc2cccc(OC)c2)CCN(Cc2csc(C(C)=O)c2)CC1,i,i,i,-0.7,i,i,2,1,i,i,i
CC(C)OCCCN(C)C1CCN(S(=O)(=O)c2ccc(-c3cc(C(F)(F)F)no3)s2)CC1,i,-7.7*,i,-0.5,i,i,7,-3,i,i,i
COc1ccc(C2=CC(c3ccc(Cl)cc3)n3cnnc3N2)cc1OC (centres undefined),i,i,i,-1.0,i,i,.,8,i,i,i
C/C(=N\NC(=O)c1ccc(CN(C)S(=O)(=O)c2ccc(C)cc2)cc1)c1ccc(OC(F)F)cc1,i,i,i,-0.5,i,i,-4,22,i,i,i
CC(=O)Nc1ccc(OC(=O)c2cccnc2)cc1,i,i,i,0.1,i,i,-1,-1,i,i,i
CCN(CC)S(=O)(=O)c1ccc(-c2nnc(SCC(=O)Nc3nnc(C)s3)n2CC)cc1,i,i,i,0.0,i,i,0,3,i,i,i
Cc1ccc(CNC(=O)CCc2ccc(S(=O)(=O)NCC(C)C)cc2)cc1,i,i,i,-0.3,i,i,8,-12,i,i,i
Cc1ccc(S(=O)(=O)N(CCO)Cc2cc3ccc(C)c(C)c3[nH]c2=O)cc1,i,i,i,2.3,i,i,-5,-16,i,i,i
